From PubChem BioAssay
MrgX1 allo act: allosterically activates human MrgX1 receptor signaling. AID 588675. 0.63% of 310,000 active. B-score at 10 µM. MrgX1-HEK293, Fluo-4 calcium flux, FDSS; stronger effect = higher value. Q96LB2;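 active = plate-corrected calcium response at least 3 library SD above typical, normal starting fluorescence, not activating the receptor alone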;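 also: compound read alongside a low EC10 to EC30 dose of BAM8-22 agonist; peak minus trough fluorescence over baseline measured at the second addition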
TRPC4 agonist: activators of mouse TRPC4 channel; Q9QUQ5; HEK293 TRPC4beta/mu-opioid, Fluo4 calcium fluorescence; stronger effect = higher value; B-score at 10 µM; 0.49% of 310,000 active; AID 2237;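 active = B-score above 5 SD of library B-scores, and initial fluorescence ratio not above library mean plus 5 SD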;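 also: positive B-score marks a calcium rise read as TRPC4 activation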
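Incubation: 45 min room-temperature Fluo4 loading, 110 s read / System: HEK293 cells stably co-expressing mouse TRPC4beta and mu-opioid receptor / Signal: Fluo4 fluorescence, kinetic / Control set: buffer (low) and maximal DAMGO (high) / Measure: integrated baseline-normalised fluorescence ratio, converted to per-well B score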
TRPC4 PAM: allosteric potentiators of mouse TRPC4 channel; HEK293 TRPC4beta/mu-opioid, DAMGO EC20, Fluo-4 Ca2+ flux; stronger effect = higher value; B-score at 10 µM; 0.42% of 310,000 active; Q9QUQ5; AID 2227;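 active = B-score of calcium response area above 5 SD of library B-scores, with initial fluorescence ratio within 5 SD of library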;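 also: B-score of integrated fluorescence ratio over time as area under calcium response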
SKKanGAS inh: blocks kanamycin growth of S. pyogenes SKKanGAS strain; AID 1662; inhibition, % at 7.5 µM; BacTiter-Glo, 6 h; 1.3% of 300,000 active;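 active = mean replicate score, as percent of positive control median, at least 50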;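 also: strain carries kanamycin resistance gene driven by streptokinase promoter and grows in 40 µg/ml kanamycin; loss of luminescence reflects streptokinase promoter inhibition or plain growth inhibition; 0% = median of DMSO wells and 100% = positive control at its reference dose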
TMEM16A act: mouse TMEM16A channel activation, primary screen | Q8BHY3 | HEK293 TMEM16A/YFP-H148Q/I152L, iodide quench fluorescence; stronger effect = lower value | B-score at 10 µM | 0.3% of 340,000 active | AID 623877;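 active = fluorescence-ratio B-score plate-corrected deviation score at least 3 library SD below zero, with starting fluorescence score within 5 deviations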;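 also: channel opened by trigger with iodide after compound preincubation; score built on the fluorescence ratio of max minus min over baseline; more negative score means more quench and so TMEM16A activation or potentiation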
MrgX1 ag: agonists of human MrgX1 receptor. Q96LB2. MrgX1-HEK293 cells, Fluo-4 calcium fluorescence, agonist mode; stronger effect = higher value. B-score at 10 µM. 0.44% of 310,000 active. AID 588627;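 active = calcium response B-score plate-corrected fluorescence ratio at least 3 library SD, with starting fluorescence B-score inside 5 SD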
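Test system: HEK293 cells stably expressing human MrgX1 receptor; Input: fifteen thousand cells per well; Dosing: compound delivered in addition one of three; Schedule: overnight seeding, then 1 h dark dye loading; Technique: Fluo-4 NW calcium fluorescence; Measure: B-scored fluorescence response ratio; Controls: positive and negative controls per plate.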
TRPC6 activator: mouse TRPC6 channel activation; HEK293-TRPC6 membrane potential dye fluorescence; stronger effect = higher value; 0.13% of 310,000 active; AID 2550; B-score at 10 µM; Q61143;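 active = B-score of the integrated fluorescence ratio above library mean plus 3 SD, and starting fluorescence ratio within library mean plus 5 SD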;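 also: higher score means more depolarization so channel activation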
Target sequence (Q61143 whole entry, looked up): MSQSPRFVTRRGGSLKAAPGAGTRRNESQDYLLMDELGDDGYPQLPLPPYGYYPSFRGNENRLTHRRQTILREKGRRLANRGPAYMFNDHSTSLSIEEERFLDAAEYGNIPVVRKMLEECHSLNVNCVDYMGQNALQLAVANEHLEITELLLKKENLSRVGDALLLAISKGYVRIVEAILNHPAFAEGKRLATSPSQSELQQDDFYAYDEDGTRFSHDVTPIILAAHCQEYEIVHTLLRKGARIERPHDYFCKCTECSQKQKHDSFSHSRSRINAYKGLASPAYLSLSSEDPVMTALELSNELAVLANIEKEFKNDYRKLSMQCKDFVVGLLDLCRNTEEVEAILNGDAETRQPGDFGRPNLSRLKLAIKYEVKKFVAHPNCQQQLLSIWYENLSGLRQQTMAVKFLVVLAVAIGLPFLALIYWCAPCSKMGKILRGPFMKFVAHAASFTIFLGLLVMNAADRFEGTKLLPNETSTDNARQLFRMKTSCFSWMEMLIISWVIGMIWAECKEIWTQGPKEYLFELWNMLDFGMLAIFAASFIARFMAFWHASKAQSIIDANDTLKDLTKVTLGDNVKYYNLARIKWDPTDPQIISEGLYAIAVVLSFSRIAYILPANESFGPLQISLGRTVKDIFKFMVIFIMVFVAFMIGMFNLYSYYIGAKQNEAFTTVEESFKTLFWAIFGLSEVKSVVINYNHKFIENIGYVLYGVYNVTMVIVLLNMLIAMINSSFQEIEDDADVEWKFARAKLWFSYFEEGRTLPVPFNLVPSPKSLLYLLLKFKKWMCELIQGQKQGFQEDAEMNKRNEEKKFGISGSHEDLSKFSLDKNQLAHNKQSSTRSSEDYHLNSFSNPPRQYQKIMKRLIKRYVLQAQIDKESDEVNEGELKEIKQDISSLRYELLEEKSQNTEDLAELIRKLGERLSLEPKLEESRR
TMEM16A inh: blocks the mouse calcium-activated chloride channel TMEM16A; Q8BHY3; HEK293 TMEM16A/YFP iodide influx fluorescence, ionomycin; normalized B-score (activity score, 25-100; higher = stronger inhibition) at 10 µM; 1.2% of 310,000 active; AID 588511;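 active = ratio plate-corrected score three or more library SD toward inhibition, starting fluorescence score within five deviations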;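 also: score derived from kinetic fluorescence span divided by baseline fluorescence per well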
TRPC4 block: TRPC4 (mouse) channel inhibition; Q9QUQ5; HEK293 TRPC4beta/mu-opioid, DAMGO-evoked Fluo4 calcium flux; stronger effect = lower value; B-score at 10 µM; 0.39% of 300,000 active; AID 2247;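 active = B-score over 3 SD under the library average, no early fluorescence shift, positive overall ratio signal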
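Signal: kinetic Fluo4 fluorescence imaging of calcium influx. Material: stable TRPC4beta/mu-opioid receptor HEK293 cells. Probe or stimulus: DAMGO in two steps, submaximal then maximal.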
MrgX1 antag: human MrgX1 receptor antagonism, primary screen | 1.3% of 310,000 active | Q96LB2 | B-score at 10 µM | AID 588676 | MRGX1-HEK293 calcium flux, Fluo-4, BAM8-22 antagonism; stronger effect = lower value;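 active = calcium-response B-score plate-corrected more than 3 library SD below zero, starting fluorescence within 5 deviations, no agonist response on first addition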;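 also: peak minus trough fluorescence over baseline after final BAM8-22 challenge near maximal dose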
TRPC6 inh: blocks the mouse TRPC6 cation channel; Q61143; HEK293-TRPC6, membrane potential dye, ACh-evoked depolarization; stronger effect = lower value; B-score at 10 µM; 1.1% of 310,000 active; AID 2553;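 active = B-score under library mean minus 3 SD, initial fluorescence not abnormally high, positive integrated signal ratio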;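 also: B-score derived from integrated fluorescence ratio over the kinetic read; more negative B-score means stronger inhibition of depolarization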
* marks the source's active call; other numbers are inactive results; i = inactive; nt = no result given.

Screens in order – MrgX1 allo act, TRPC4 agonist, TRPC4 PAM, SKKanGAS inh, TMEM16A act, MrgX1 ag, TRPC6 activator, TMEM16A inh, TRPC4 block, MrgX1 antag, TRPC6 inh
> CN(C(=O)Cn1cc(C(F)(F)F)cc(Cl)c1=O)C1CCS(=O)(=O)C1 (stereo not given)
  i, i, i, 5, i, i, i, i, i, i, i
> COC(=O)C(C)Sc1nc2c([nH]c3ccccc32)c(=O)n1C (stereo not given)
  i, i, i, 17, i, i, i, i, i, i, i
> C/C(CC(=O)Nc1c(Cl)cccc1C(F)(F)F)=N\NC(=O)c1cnccn1
  i, i, i, 0, i, i, i, i, i, i, i
> COc1cc(OC)cc(C2=NC3(CCC(C)CC3)NC2=S)c1 (stereo not given)
  6.6*, i, i, 4, i, i, i, i, i, i, i
> Cc1cc(C)c(C(=O)COC(=O)C2CCN(c3ccc(C(F)(F)F)cn3)CC2)cc1C
  i, i, i, -2, i, i, i, i, i, i, i
> O=C(COC(=O)CCCCCN=C1NS(=O)(=O)c2ccccc21)Nc1ccc(Cl)c(Cl)c1
  i, i, i, -1, i, i, i, i, i, i, i
> CC(=O)NC(CCS(C)(=O)=O)C(=O)Nc1cccc(C)c1C (stereo not given)
  i, i, i, -3, i, i, i, i, i, i, i
> CCCCCn1c(=O)c(C(=O)c2ccccc2)nc2ccccc21
  i, i, i, 27, i, i, i, i, i, i, i
> COc1ccc(C(=O)Nn2cnnc2)cc1OC
  i, i, i, 6, i, i, i, i, i, i, i
> CCOC(=O)COc1c(Cl)cc(C2NC(=S)NC(c3ccccc3)=C2C(C)=O)cc1OC (stereo not given)
  i, i, i, -7, i, i, i, i, i, i, i
> CC(C)(C)c1ccc(C(=O)N2CCN(CCNC(=O)C(=O)Nc3ccc(F)cc3)CC2)cc1
  i, i, i, 6, i, i, i, i, i, i, i
> NC(=O)CC(NC(=O)c1ccc(Br)cc1)c1ccc(N2CCC(Br)CC2)c([N+](=O)[O-])c1 (stereo not given)
  i, i, i, 15, i, i, i, i, nt, i, i
> O=C(COC(=O)C12CC3CC(CC(C3)C1)C2)NC12CC3CC(CC(C3)C1)C2
  i, i, i, 6, i, i, i, i, i, i, i
> CC(=O)Nc1ccc(NS(=O)(=O)c2ccc(C)cc2)c([N+](=O)[O-])c1
  i, i, i, -7, i, i, i, i, i, i, i
> CC(=O)OC1C(N2CCCCC2)c2c(ccc(/C=C/C(=O)N3CCCCC3)c2O)OC1(C)C (stereo not given)
  i, i, i, 18, i, i, i, i, i, i, i
> COc1ccc(-c2cc(-c3nnc(COC(=O)CC4CC5CCC4C5)o3)c3ccccc3n2)cc1OC (stereo not given)
  i, i, i, 19, i, i, i, i, i, i, i
> CCCNC(=O)N(CCOC)CC1CCCN(C2Cc3ccccc3C2)C1 (stereo not given)
  i, i, i, -5, i, i, i, i, i, i, i
> CCn1c(CSc2nnc(C)n2-c2ccccc2)nc2cc(S(=O)(=O)N(C)C)ccc21
  i, i, i, -4, i, i, i, i, i, i, i
> CCOc1cc([N+](=O)[O-])cc(/C=C2/NC(=O)N(Cc3ccccc3F)C2=O)c1O
  i, i, i, 14, i, i, i, i, i, i, i
> Cc1cccc(NC(=O)C2CC(=O)NC(Nc3nc4ccccc4s3)=N2)c1 (stereo not given)
  i, i, i, 5, nt, i, i, i, i, i, i
> CCOc1ccc(C(=O)NCC(=O)OCC(=O)N2CCC(C)CC2)cc1
  8*, i, i, 12, i, i, i, i, i, i, i
> O=C(Nc1ccccn1)c1ccc(Cl)c(S(=O)(=O)N2CCCCCC2)c1
  i, i, i, 6, i, i, i, i, i, i, i
> CCOC(=O)c1ccc(Nc2nc(C)cc(=O)[nH]2)cc1
  i, i, i, -3, i, i, i, i, i, i, i
> Cc1c(NC(=O)C(C)OC(=O)/C=C/c2ccco2)c(=O)n(-c2ccccc2)n1C (stereo not given)
  i, i, i, 1, i, i, i, i, i, i, i
> CCOC(=O)c1c(C2CC2)csc1NC(=O)CSCc1c(C)noc1C
  i, i, i, -2, i, i, i, i, i, i, i
> CCCC(=O)Nc1c(C)nn(C(=O)CCC)c1C
  i, i, i, 1, i, i, i, i, i, i, i
> O=c1c2ccccc2nc(SCc2nc(-c3ccccc3)no2)n1-c1ccc(F)cc1
  i, nt, nt, nt, i, i, nt, i, nt, i, nt
> Cc1ccc(NC(=O)c2[nH]cnc2C(=O)NN)cc1
  i, i, i, 9, i, i, i, i, i, i, i
> Cc1cc(C)n(-c2ccc(C(=O)OCC(=O)N(CC(C)C)C3CCS(=O)(=O)C3)cc2)n1 (stereo not given)
  i, i, i, -3, i, i, i, i, i, i, i
> CC(=O)N(C(C)=O)S(=O)(=O)c1ccc(N=NN2CCCCC2)cc1
  i, i, i, -5, i, i, i, i, i, i, i
> CCN1CCN(C(=O)c2ccc(OC3CCN(CCc4ccccc4)CC3)cc2)[C@@H](C)C1=O
  i, i, i, 3, i, i, i, i, i, i, i
> CCCC(=O)Nc1nc2ccc(S(N)(=O)=O)cc2s1
  i, i, i, -3, i, i, i, i, i, i, i
> CC(=O)NC(CC(=O)N(C)Cc1cccc(Cl)c1Cl)c1ccccc1 (stereo not given)
  i, i, i, nt, i, i, i, i, i, i, i
> Cc1nn(-c2ccccc2)nc1-c1nnc(-c2ccc(C(F)(F)F)cc2)o1
  i, i, i, 11, i, i, i, i, i, i, i
> CCOC(=O)C1CCCN(C(=O)c2cc3nc(-c4cccc(OC)c4)cc(C(F)(F)F)n3n2)C1 (stereo not given)
  i, i, i, -3, i, i, i, i, i, i, i
> CC(=O)N(Cc1cccnc1)Cc1cc2ccccc2[nH]c1=O
  i, i, i, 2, i, i, i, i, i, i, i
> O=C(Nc1ccccc1O)c1ccc2c(c1)C(=O)N(c1ccccc1)C2=O
  i, i, i, -3, i, i, i, i, i, i, i
> Cc1cc(C)c(NC(=O)CN2C(=O)CC(C)S(=O)(=O)c3ccccc32)c(C)c1 (stereo not given)
  i, i, i, 4, i, i, i, i, i, i, i
> Cn1ccsc1=NC(=O)c1ccc([N+](=O)[O-])o1
  i, i, i, 7, i, i, i, i, i, i, i
> O=S(=O)(c1ccc(Cl)c(C(F)(F)F)c1)N1CCN(CC(O)COCC2CCCO2)CC1 (stereo not given)
  i, i, i, -29, i, i, i, i, i, i, i
> O=S(=O)(Nc1ccc(-c2ccc3nncn3n2)cc1)c1cccc(F)c1
  i, i, i, -10, i, i, i, i, i, i, i
> C1=CC2c3ccccc3NC(c3ccncc3)C2C1 (stereo not given)
  i, i, i, 20, i, i, i, i, i, i, i
> C/C(N)=C(/C#N)C(=O)COC(=O)CCC1CCCC1
  i, i, i, -1, i, i, i, i, i, i, i
> CCCCC[C@H]1CN(CCCC)C(=O)[C@@H]1CC(=O)NCc1ccc(OC)cc1
  i, i, i, 1, i, i, i, i, i, i, i
> Cc1cc(NC(=O)CSc2nnc(Nc3ccccc3C)s2)no1
  i, i, i, -2, i, i, i, i, i, i, i
> Cc1ccccc1C(=O)NCC(=O)c1ccccc1
  i, i, i, -4, i, i, i, i, i, i, i
> COc1ccc(CCNC(=O)CCNC(=O)c2ccco2)cc1
  i, i, i, -2, i, i, i, i, i, i, i
> O=C(c1cccn2c(=O)c3ccccc3nc12)N1CCN(Cc2ccc3c(c2)OCO3)CC1
  i, i, i, 5, i, i, i, i, i, i, i
> CCN1CCN(C(=O)c2ccc(CNS(=O)(=O)c3cccc(OC)c3)cc2)CC1
  i, i, i, -5, i, i, i, i, i, i, i
> COc1ccc(N2C(=O)CC(Sc3ncccc3C(=O)O)C2=O)cc1 (stereo not given)
  i, i, i, 3, i, i, i, i, i, i, i
> COCCNc1cc(C)nc2c3c(C)cc(C)nc3nn12
  i, i, i, -3, i, i, i, i, i, i, i
> C=C1C(=O)O[C@H]2C[C@]3(C)C([C@@H](OC(=O)/C(C)=C/C)[C@H]12)[C@](C)(O)CC[C@H]3O (stereo not given in full)
  i, i, i, 2, i, i, i, i, i, i, i
> CCn1c(SCC(=O)c2ccc(Cl)cc2)nnc1C(C)C
  i, i, i, -2, i, i, i, i, i, i, i
> O=[N+]([O-])c1cccc(/C=N/Nc2ncc(Br)cn2)c1
  i, i, i, -2, i, i, i, i, i, i, i
> CCOC(=O)C(CSCc1ccccc1)NC(=O)OC(C)(C)C (stereo not given)
  i, i, i, 8, i, i, i, i, i, i, i
> O=C(O)c1ccc(COc2c(F)c(F)cc(F)c2F)cc1
  i, i, i, -7, i, i, i, i, i, i, i
> NS(=O)(=O)c1ccc(NC=C2C(=O)OC3(CCCCC3)OC2=O)cc1
  i, i, i, nt, i, i, i, i, i, i, i
> Cc1c(OCC(=O)NC(Cc2c[nH]c3ccc(O)cc23)C(=O)O)ccc2c3c(c(=O)oc12)CCC3 (stereo not given)
  i, i, i, -21, i, i, i, i, i, i, i
> C=CCN(c1nc(C)c(Br)c(OC)n1)S(=O)(=O)c1ccc(C)cc1
  i, i, i, 29, i, i, i, i, i, i, i
> COc1cc2[nH]c(=O)n(CCCCCC(=O)N3CCN(c4ccccn4)CC3)c(=O)c2cc1OC
  i, i, i, -14, i, i, i, i, i, i, i
> CCCCn1c(N)c(N(CCOC)C(=O)COC(=O)C(C)Oc2ccc(Cl)cc2)c(=O)[nH]c1=O (stereo not given)
  i, i, i, -1, i, i, i, i, i, i, i
> COC(=O)c1cc(S(=O)(=O)N2CCN(C3CCCCC3)CC2)c[nH]1
  i, i, i, -3, i, i, i, i, i, i, i
> Cc1cc(C)c2nc(SCC(=O)Nc3ccccc3N3CCOCC3)c(C#N)cc2c1
  i, i, i, 4, i, i, i, i, i, i, i
